HTT ATP protect: qHTS Multiplex Assay to Identify Dual Action Probes in a Cell Model of Huntington: Cytoprotection (ATP); PC12 HTT-Q103 induced, cytoprotection, ATP luminescence, 40 h; Potency, µM (highest dose often 56.4 µM), for the others: cytoprotection (ATP increase), most hits filed as activators; hit rate 0.14% among 230,000; AID 1471, 2008;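 note: % of control where 0% means no effect; nearly all actives have a fitted effect of over 45% in size; toxic huntingtin expression switched on by the ecdysone agonist tebufenozide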
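Compounds added alongside 100 nM tebufenozide, which induces toxic Q103 huntingtin exon 1-GFP in stable PC12 cells; surviving cells quantified by luminescent ATP measurement. Medium: phenol red-free DMEM, 5% equine and 5% calf serum.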
ALDH1A1 block: qHTS Assay for Inhibitors of Aldehyde Dehydrogenase 1 (ALDH1A1); Potency, µM (doses to about 75.3 µM), without a hit: top-dose activity, negative = inhibition, usual class: inhibitors; hit rate 7.3% among 220,000; AID 1030, 2008; Purified ALDH1A1, NADH fluorescence, propionaldehyde substrate; Aldehyde dehydrogenase 1A1 (Homo sapiens), P00352; active = well fitted inhibition curve with a large enough effect, not every such curve was filed as active; inconclusive = small, poorly fitted or top-dose-only effect, or another doubt; inactive = no such curve, though single readings can be large or run the other way;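 note: plate controls were no enzyme wells and a reference inhibitor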
Target sequence (P00352 whole entry, looked up): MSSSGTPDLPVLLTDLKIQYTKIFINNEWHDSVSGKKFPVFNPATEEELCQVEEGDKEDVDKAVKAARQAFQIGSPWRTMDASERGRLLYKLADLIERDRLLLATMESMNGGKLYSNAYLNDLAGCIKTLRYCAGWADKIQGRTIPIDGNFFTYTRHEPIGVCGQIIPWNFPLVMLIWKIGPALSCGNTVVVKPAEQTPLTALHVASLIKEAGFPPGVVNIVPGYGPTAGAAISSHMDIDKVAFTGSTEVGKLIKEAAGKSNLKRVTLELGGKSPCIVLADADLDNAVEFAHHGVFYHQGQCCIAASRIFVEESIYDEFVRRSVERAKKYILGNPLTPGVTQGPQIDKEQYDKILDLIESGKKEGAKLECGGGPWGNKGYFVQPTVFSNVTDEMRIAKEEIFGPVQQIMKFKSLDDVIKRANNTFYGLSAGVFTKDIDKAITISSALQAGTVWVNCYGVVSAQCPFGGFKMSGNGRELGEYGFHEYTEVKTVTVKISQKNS
SMN2 splice enh: qHTS Assay for Enhancers of SMN2 Splice Variant Expression | HEK293 SMN2-luciferase splicing reporter, luminescence, 30-36 h | Potency, µM (titrated, usually from 46.1 µM), without a hit: at the highest dose activity change, positive = activation, usual class: activators | hit rate 2.8% among 210,000 | AID 1458, 2008; note: % of control where 0% means no effect; nearly all actives have a fitted effect of over 55% in size
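HEK293 cells carry an SMN2 […]–luciferase reporter in which exon 7 inclusion puts luciferase in frame. Cells were plated 10-12 h before compound addition, then incubated 30-36 h at 37C. ONE-Glo luminescence was read; sodium butyrate at 4.5 mM final served as control.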
JMJD2E inh: qHTS Assay for Inhibitors of Human Jumonji Domain Containing 2E (JMJD2E); Lysine-specific demethylase 4E (Homo sapiens), B2RXH2; JMJD2E catalytic domain, FDH-coupled NADH fluorescence (FDH is formaldehyde dehydrogenase); Potency, µM (series often up to 57.1 µM), for the others: at the top dose activity change, negative = inhibition, hits mostly inhibitors; hit rate 1.6% among 230,000; AID 2147, 2009; active = well fitted inhibition curve with a large enough effect, not every such curve was filed as active; inconclusive = small, poorly fitted or top-dose-only effect, or another doubt; inactive = no such curve, though single readings can be large or run the other way;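 note: 0% = wells with enzyme and -100% = buffer wells without enzyme; nearly all actives have a fitted effect of over 50% in size; many of its hits are not listed in these tables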
Target sequence (B2RXH2 1-337 limits assumed): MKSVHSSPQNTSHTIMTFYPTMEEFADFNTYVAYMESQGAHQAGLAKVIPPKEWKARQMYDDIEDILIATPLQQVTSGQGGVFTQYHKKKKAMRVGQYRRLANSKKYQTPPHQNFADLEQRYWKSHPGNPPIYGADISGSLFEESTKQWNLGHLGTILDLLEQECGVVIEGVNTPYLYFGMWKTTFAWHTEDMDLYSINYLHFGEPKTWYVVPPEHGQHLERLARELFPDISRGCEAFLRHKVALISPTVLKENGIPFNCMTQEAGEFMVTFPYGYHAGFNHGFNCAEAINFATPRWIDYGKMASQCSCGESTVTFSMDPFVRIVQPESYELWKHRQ
HTT aggregate: qHTS Multiplex Assay to Identify Dual Action Probes in a Cell Model of Huntington: Aggregate Formation (GFP). hit rate 1.1% among 220,000. Potency, µM (top dose mostly 46.1 µM), for the others: at the highest dose activity change, negative = inhibition, actives largely listed as inhibitors. PC12 HttQ103-GFP aggregates, Acumen cytometry, 40 h. AID 1688, 2009; note: % is set by controls: 0 for no effect and ±100 for the full control effect; nearly all actives have a fitted effect of over 60% in size
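Read-out: GFP aggregate count by laser scanning cytometer (488 nm excitation, 500-530 nm emission, 1–25 µm objects >6 SD above background). Cells: PC12, inducible HTTex1-Q103-GFP, 100 nM tebufenozide; compounds titrated.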
Tau fibril FP: qHTS for Inhibitors of Tau Fibril Formation, Fluorescence Polarization. Microtubule-associated protein tau (Homo sapiens), P10636. K18 P301L tau heparin fibrillization, Alexa594 FP, 6 h. Potency, µM (highest dose often 57.7 µM), for inactives: top-dose activity, negative = inhibition, usual class: inhibitors. hit rate 0.39% among 280,000; note: % is set by controls: 0 for no effect and ±100 for the full control effect; nearly all actives have a fitted effect of over 55% in size
Target sequence (P10636 561-689 P618L limits assumed): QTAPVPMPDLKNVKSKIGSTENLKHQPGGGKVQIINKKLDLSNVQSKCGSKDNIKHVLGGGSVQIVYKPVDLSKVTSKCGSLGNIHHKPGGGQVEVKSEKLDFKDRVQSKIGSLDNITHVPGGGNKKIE
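Steps: dispense K18 P301L tau (15 uM plus 0.24 uM Alexa 594 tracer, final) in pH 7 sodium acetate; add compound; add heparin (20 uM final); incubate 6 hr, 37 C; add ThT (30 uM final); after 1 hr ambient, read FP.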
Tau ThT inhib: qHTS for Inhibitors of Tau Fibril Formation, Thioflavin T Binding; AID 1460, 2008; Potency, µM (titrated, usually from 57.4 µM), without a hit: top-dose activity, negative = inhibition, usual class: inhibitors; recombinant tau K18 P301L, heparin-induced fibrillization, ThT fluorescence; hit rate 2.1% among 270,000; Microtubule-associated protein tau (Homo sapiens), P10636; note: % is set by controls: 0 for no effect and ±100 for the full control effect; nearly all actives have a fitted effect of over 55% in size
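Heparin-induced (20 uM) aggregation of recombinant human K18 P301L tau, 15 uM unlabeled with 0.24 uM labeled, pH 7 acetate buffer, 6 hr at 37 C with compound. Fibrils quantified by 30 uM ThT fluorescence after 1 hr ambient incubation.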
Tau fluor cs: Counterscreen qHTS for Inhibitors of Tau Fibril Formation, Fluorescence Polarization; tau K18 P301L (four-repeat tau fragment) Alexa594 fluorescence, heparin fibrillization; Potency, µM (top dose mostly 57.7 µM), for the others: top-dose activity change, negative = decrease; hit rate 0.93% among 280,000; AID 1463, 2008; note: % is set by controls: 0 for no effect and ±100 for the full control effect; nearly all actives have a fitted effect of over 55% in size
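Human K18 P301L tau (15 uM unlabeled plus 0.24 uM Alexa 594-labeled, final) in 100 mM sodium acetate pH 7 was mixed with compound and 20 uM heparin and incubated 6 hr at 37 C.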
* = called active by the depositor; ? = inconclusive; / = no result given; & = joins results of further samples; [ ] = remark or other dose. Unless noted, calls come from the whole dose curve; as a rule, active = well fitted curve in the direction sought with a large enough effect; inconclusive = small, poorly fitted or top-dose-only effect, or another doubt; inactive = no such curve, though single readings can be large; an effect the other way counts as inactive or inconclusive. Potency is the fitted concentration of half-maximal effect.

Under each structure: HTT ATP protect	ALDH1A1 block	SMN2 splice enh	JMJD2E inh	HTT aggregate	Tau fibril FP	Tau ThT inhib	Tau fluor cs
[1] CC(=O)C(Sc1nnnn1-c1ccccc1)C(C)=O
    -8%[10 µM]	?	/	-12%	-30%[9.22 µM]	-14%	-13%	-12%
[2] Cn1nc(-c2ccc(N3CCCCC3)c(NC(=O)c3ccc(Cl)cc3)c2)c2ccccc2c1=O
    /	/	6%	/	/	0%	-3%	-3%
[3] COc1ccccc1C1C(C#N)=C(N)Oc2cc(C)n(CCCn3ccnc3)c(=O)c21 (stereo not given)
    -3%	?	21%	?	-3%	?	?	-16%
[4] O=C(Nc1cc(S(=O)(=O)N2CCOCC2)ccc1N1CCOCC1)c1ccc(S(=O)(=O)N2CCCCC2)cc1
    -56%[inhibitor]	?	9%	?	-4%	-3%	-6%	-5%
[5] COC(=O)c1cc2nc(-c3ccc(OC)cc3)cc(C(F)(F)F)n2n1
    -10%	?	-1%	?	6%	3%	-14%	1%
[6] c1cc(-c2nsc(-c3ccncc3)n2)ccn1
    13%[10 µM]	/	/	-29%	-24%[9.22 µM]	-3%	?	-14%
[7] CC(=O)Nc1ccc(S(=O)(=O)N(C)CC(=O)OCC(=O)N2CCc3ccccc32)cc1
    0%	8.9µM*	-26%	-8%	5%	-3%	-3%	-9%
[8] Cc1noc(C)c1C(=O)OCC(=O)Nc1cccc(S(N)(=O)=O)c1
    -18%[10 µM]	1%	3%	4%	-9%	-1%	0%	-2%
[9] COc1ccc(S(=O)(=O)N2CCCC2C(=O)Nc2nc3c(s2)CCCC3)cc1 (stereo not given)
    4%	?	-15%	0%	-13%	4%	-4%	-13%
[10] COc1cccc(-c2cc(C(=O)Nc3cnn(Cc4ccc(F)cc4)c3)no2)c1
    -21%	?	-13%	?	20%	-7%	1%	-5%
[11] COc1ccccc1-n1cnc2cc(NC(=O)c3ccco3)ccc21
    -50%[inhibitor]	-10%	10µM*	2%	4%	5%	-9%	-8%
[12] COc1ccc(Br)cc1CNC(=O)Cc1c(C(=O)O)[nH]c2ccc(Cl)cc12
    10%[10 µM]	2%	14%	-3%	-5%	12%	6%	14%
[13] CCN(CC)C(=O)COc1ccc2oc(C)c(C(=O)OC)c2c1
    7%	2%	20%	5%	3%	0%	-5%	0%
[14] COc1cccc(-c2noc(COc3ccc(C(C)(C)C)cc3)n2)c1
    /	/	2%	/	/	-19%	?	-14%
[15] O=C(NCc1cccnc1)C1c2ccccc2C(=O)N1C1CCCC1 (stereo not given)
    -8%[10 µM]	-6%	-106%[inhibitor]	6%	-24%	3%	-7%	-1%

Full records, looked up by structure.
`COc1ccccc1-n1cnc2cc(NC(=O)c3ccco3)ccc21` in the list: HTT ATP protect = -50%[inhibitor]; ALDH1A1 block = -10%; SMN2 splice enh = 10µM*; JMJD2E inh = 2%; HTT aggregate = 4%; Tau fibril FP = 5%; Tau ThT inhib = -9%; Tau fluor cs = -8%
`O=C(NCc1cccnc1)C1c2ccccc2C(=O)N1C1CCCC1` (stereo not given) in the list: HTT ATP protect = -8%[10 µM]; ALDH1A1 block = -6%; SMN2 splice enh = -106%[inhibitor]; JMJD2E inh = 6%; HTT aggregate = -24%; Tau fibril FP = 3%; Tau ThT inhib = -7%; Tau fluor cs = -1%

Continuation.
Under each structure: HTT ATP protect	ALDH1A1 block	SMN2 splice enh	JMJD2E inh	HTT aggregate	Tau fibril FP	Tau ThT inhib	Tau fluor cs
[16] COc1ccc(NC(=O)CCS(=O)(=O)c2nc(-c3cccs3)cc(C(F)(F)F)n2)cc1OC
    /	/	?	/	/	-2%	-15%	-8%
[17] O=C(Nc1cc(N2CCOCC2)ncn1)c1ccccc1
    -22%[10 µM]	?	-1%	-1%	-21%[9.22 µM]	-18%	-3%	-4%
[18] CCOc1cc(C(=O)N(C)Cc2cc3cc(OC)ccc3[nH]c2=O)cc(OCC)c1OCC
    -7%[0.074 µM]	?	0%	?	-13%	2%	-8%	-2%
[19] C/C(CCc1ccccc1)=N\NC(=O)C1C2CCCCC21 (stereo not given)
    -19%	-12%	-21%	77%[activator]	4%	-11%	-6%	-8%
[20] CCCn1nnc(NC(=O)c2ccc(OCC)c(Cl)c2)n1
    -11%[0.074 µM]	?	3%	-3%	1%	9%	?	4%
[21] O=C(c1ccccc1S(=O)(=O)NCC(O)COc1ccc([N+](=O)[O-])cc1)N1CCCCC1 (stereo not given)
    2%	-9%	-20%	-6%	31%	-3%	-2%	-5%
[22] CC(=O)c1ccc(N=Nc2ccc(N)cc2)cc1
    -79%[inhibitor][10 µM]	/	/	-3%	-17%[9.22 µM]	-5%	0.56µM*	?
[23] C=CCNc1nc(Nc2ccc(OC)cc2)nc(OC)n1
    -7%	8%	8%	-4%	-7%	8%	-8%	-3%
[24] Cc1ccc(C)c(NC(=O)COc2cccc3c2CCN(Cc2ccccc2C)C3=O)c1
    12%[10 µM]	?	-18%	-5%	6%	-4%	?	-16%
[25] C/C(=N\NC(=O)CCn1nnc2ccccc21)c1ccco1
    4%[10 µM]	-5%	/	12%	-13%[9.22 µM]	-2%	-8%	-9%
[26] O=C(COc1ccc(Cl)cc1)NCc1nnc(SCC(=O)NCCc2ccccc2)o1
    -28%	-2%	-10%	3%	27%	?	-9%	-12%
[27] CC(=O)Nc1ccc(S(=O)(=O)NCCNC(=O)c2ccccc2F)cc1
    -4%[0.074 µM]	-8%	-10%	?	-3%	3%	1%	13%
[28] CCc1ccc(-n2c(=O)c3ccc(C(=O)NCCc4ccccc4)cc3n(CC(N)=O)c2=O)cc1
    /	/	4%	/	/	?	7%	?
[29] Cc1ccc(CNc2nc3ccccc3n3nnnc23)cc1
    -7%	-8%	/	7%	-25%	9%	-7%	-5%
[30] N=C1S/C(=C\c2ccc(-c3cccc(Cl)c3)o2)C(=O)N1c1nccs1
    9%[10 µM]	6%	-57%[inhibitor]	9%	-1%	5%	3.5µM*	-25%

Looked up above.
SMN2 splice enh with cpd 20 is entered as 3%
Tau ThT inhib with cpd 18 is entered as -8%

Laid out differently: results already given
nr | structure | HTT ATP protect | ALDH1A1 block | SMN2 splice enh | JMJD2E inh | HTT aggregate | Tau fibril FP | Tau ThT inhib | Tau fluor cs
24 | Cc1ccc(C)c(NC(=O)COc2cccc3c2CCN(Cc2ccccc2C)C3=O)c1 | 12%[10 µM] | ? | -18% | -5% | 6% | -4% | ? | -16%
29 | Cc1ccc(CNc2nc3ccccc3n3nnnc23)cc1 | -7% | -8% | / | 7% | -25% | 9% | -7% | -5%

(cont.)
Under each structure: HTT ATP protect	ALDH1A1 block	SMN2 splice enh	JMJD2E inh	HTT aggregate	Tau fibril FP	Tau ThT inhib	Tau fluor cs
[31] CC(NC(=O)c1ccc2c(c1)OCO2)C(c1cccs1)N1CCN(c2ccccc2)CC1 (stereo not given)
    6%[10 µM]	/	/	-16%	-11%[9.22 µM]	8%	/	-28%
[32] CC(C)NC(=S)NC1(C)CCS(=O)(=O)C1 (stereo not given)
    7%[10 µM]	-11%	4%	0%	-8%	-1%	2%	3%
[33] CSc1nc2c(c(=O)[nH]1)C(c1ccc(F)cc1)CC(=O)N2 (stereo not given)
    -19%	1%	0%	0%	14%	0%	-1%	-1%
[34] COc1ccc(N=C2S/C(=C\c3ccco3)C(=O)N2CC(C)C)cc1
    -7%	?	-7%	-8%	28%	1%	-6%	-9%
[35] Fc1cc(F)c2nc(N3CCOCC3)sc2c1
    7%[10 µM]	7%	?	8%	-26%	-6%	-13%	-12%
[36] O=C(NCCCN1CCOCC1)c1cc2c(s1)CCC2
    -17%	?	-21%	4%	6%	5%	-18%	-7%
[37] Cc1cc(C)cc(NS(=O)(=O)c2cc(C(=O)NCc3ccccn3)ccc2Cl)c1
    -15%[1.9 µM]	9%	-3%	-4%	10%	9%	-7%	-12%
[38] CC1CCc2c(sc(/N=C/c3cccnc3)c2C(N)=O)C1 (stereo not given)
    -13%[10 µM]	/	/	?	-4%[9.22 µM]	-9%	?	-3%
[39] Cc1noc(C)c1S(=O)(=O)N1CCC(C(=O)Nc2ccc(OC(F)(F)F)cc2)CC1
    -23%[10 µM]	7%	-21%	10%	-3%	-5%	-1%	-14%
[40] O=C1/C(=C/C=C/c2ccco2)SC(=S)N1NS(=O)(=O)c1ccccc1
    5%[10 µM]	/	/	16µM*	10%[9.22 µM]	16µM*	/	?
[41] CC(NC(=O)CN1C(=O)COc2ccc(Cl)cc21)c1ccccc1 (stereo not given)
    /	/	-1%	/	/	-6%	5%	-1%
[42] C=CCNc1nc2c(c(=O)n(C)c(=O)n2C)n1Cc1ccc(F)cc1
    24%[10 µM]	-2%	-86%[inhibitor]	-2%	?	1%	-1%	-8%
[43] COc1ccc(Cl)cc1N=Nc1ncc[nH]1
    ?	?	-1%	-18%	/	-13%&-15%	13µM*	-19%&-29%
[44] O=S(=O)(N1CCOCC1)n1nnc2ccccc21
    10%[10 µM]	7%	-21%	6%	-6%	1%	1%	-1%
[45] CN(c1cccc(NS(=O)(=O)c2cccc([N+](=O)[O-])c2)c1)S(C)(=O)=O
    -23%[1.9 µM]	?	-17%	5%	2%[9.22 µM]	-6%	-7%	-9%
[46] CN(C)CCCNc1oc(-c2cccc(Cl)c2)nc1C#N
    -22%	?	26%	?	-20%	0%	-10%	-14%
[47] Cc1nc2nc(-c3ccccc3)[nH]n2c(=O)c1Cc1ccccc1
    -63%[inhibitor][0.074 µM]	?	13µM*	?	?	1%	-1%	-5%
[48] Cc1nc(C#N)c(N/N=C/c2c(F)cccc2Cl)o1
    /	-10%	?	-2%	-2%	4%	?	-7%

Screening data (PubChem BioAssay)

These rows are one share of the data; the hit share may differ from the screen's.
